# Compound activity deposited in PubChem BioAssay by several laboratories.
# Autophagy mod = autophagy modulators in MEF cells, primary screen, imaging, high-content, MEF GFP-LC3. MEF GFP-LC3 puncta imaging; test concentration mostly 10 µM. calls only at 10 µM (by protocol). 190,000 compounds, 0.98% hits. AID 463193, 2010;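 active = percentage of spot-positive cells more than 3 SD above its plate mean, without a fluorescence outlier flag or 80% toxicity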;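 also: spot-positive cell cutoff set from DMSO-treated cells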
# Insulin prom up = insulin promoter activators in MIN6 cells, imaging, high-content screening, mouse beta cells; 190,000 compounds, 0.3% hits; z-score at 5 µM; MIN6 insulin promoter-GFP reporter; active compounds read high;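 active = z-score above 3 at 5 µM with at least 500 cells counted in the well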
# ER stress rescue = rescue of cells from ER stress-induced death, primary screen, 384-well, CSM14.1, thapsigargin, ATP luminescence (AID 1222); 190,000 tested, under 10 active; cellular ATP content (survival), % at 20 µM; hits with a dose series show EC50 in µM; CSM14.1 thapsigargin-induced death rescue, ATP luminescence; higher % means a stronger effect;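 active = EC50 below 50 µM in the dose-response confirmation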;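 also: death triggered by thapsigargin at about 15 µM added after 2 h compound pretreatment; cell ATP read after overnight thapsigargin exposure of roughly 18 to 22 hours; normalized against plate controls of thapsigargin alone and 5% DMSO vehicle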
# Dynein cargo inh = inhibitors of GR-EGFP nuclear translocation, primary screen, dynein cargo transport inhibitor project, imaging, high-content, 3617.4 mouse cells; z-score, hits read low; test concentration mostly 20 µM; stimulated with dexamethasone, 1 µM; active compounds read low; 220,000 compounds, 0.47% hits;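 active = plate z-score of nuclear minus cytoplasmic receptor signal below a set negative limit, without overly bright fluorescence or cell loss, cut at about -3.5 in these data, passing the limit was not always enough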;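 also: z-score of nuclear minus cytoplasmic ring GR-EGFP intensity difference per well; some compounds called inactive have numbers as strong as hits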
#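 Buffer or medium: tet-free, stripped-serum medium; Also added: dexamethasone, 1.0 µM final; Technique: high-content fluorescence imaging after fixation; Times: 48 h induction, 1 h compound, 30 min dex at 37 °C; Read-out: per-cell GR-EGFP intensity, nucleus versus surrounding cytoplasmic ring, well-averaged.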
# MT stabilizer = microtubule stabilizers in HeLa cells, primary screen, imaging, high-content imaging; 200,000 compounds, 0.83% hits; % tubulin-high responders, % at 10 µM; HeLa tubulin immunostaining HCS, 24 h; share of cells brighter than vehicle mean+2SD; AID 2205, 2009;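 active = plate Z-score above 3 for both tubulin-high and condensed-nucleus cell shares, with cell loss under 80%, at 10 µM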;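 also: anti alpha tubulin signal scored within the nucleus-defined area of each cell; some results filed as inactive read as strong as hits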
# M1AAP inhibition = P. falciparum M1AAP inhibitors, biochemical, fluorogenic H-Leu-NHMec substrate, 1536-well (AID 1445). Aminopeptidase N (Plasmodium falciparum (isolate 3D7)). recombinant M1AAP, H-Leu-NHMec fluorogenic kinetic assay; higher % means a stronger effect. one-dose inhibition, % at 30 µM; IC50 in µM for titrated hits. 220,000 compounds, 0.42% hits;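 active = primary inhibition above the hit cutoff, then over 50% inhibition at one or more dose response concentrations, cut at about 23% in these data, passing the limit was not always enough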;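 also: plate controls were DMSO full reaction for no effect and no enzyme background for full effect; strong numbers were not always called active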
# Yfh1-depleted yeast = enhancers of respiration in Yfh1-depleted yeast, dose response, Friedreich's ataxia, plus single-dose screen (AID 1465); S. cerevisiae Yfh1-off respiration, WST-1 reduction, 72 h; higher fold induction means a stronger effect; fold induction at 50 µM; hits with a dose series show EC50 in µM; 220,000 compounds, 0.074% hits;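 active = fold induction of absorbance versus untreated yeast above a set limit, then at least 30% activation at any dose in follow-up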;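 also: activators that raise dye reduction in frataxin-depleted yeast; strong numbers were not always called active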
# M17LAP inhibition = P. falciparum M17LAP inhibitors, primary screen, biochemical, fluorogenic H-Leu-NHMec substrate, 1536-well (AID 1619). one-dose inhibition, % at 30 µM; IC50 in µM for titrated hits. Leucine aminopeptidase (Plasmodium falciparum (isolate 3D7)). recombinant M17LAP, H-Leu-NHMec fluorogenic kinetic assay; higher % means a stronger effect. 220,000 compounds, 0.38% hits;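 active = compound inhibiting the enzyme by more than half at any dose during confirmatory dose-response retesting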;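 also: plate controls were full reaction with DMSO carrier for no effect and no enzyme background for full effect; strong numbers were not always called active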
# Lipid droplet = inhibitors of hepatocyte lipid droplet formation, primary screen, imaging, high-throughput imaging, BODIPY stain. AML12 mouse hepatocytes, oleate lipid droplets. AID 1656, 2009. 240,000 compounds, 0.4% hits. inhibition, % at 6.5 µM;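 active = lipid droplet intensity inhibited by at least 50%, with more than 500 cells counted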
#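 material = mouse AML12 hepatocyte cell line, fixed after treatment | also added = 100 µM oleic acid challenge | doses = compound at 6.5 µM only | schedule = overnight exposure | technique = Image-based BODIPY and DAPI two-channel analysis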
# Dynein cargo inh cytoplasmic EGFP = further read-out of Dynein cargo inh, marked with its call; z-score; measured here: cytoplasmic GR-EGFP intensity; active compounds read high
# Dynein cargo inh nuclear GR-EGFP = second read-out of Dynein cargo inh, no call of its own (marks repeat the call); z-score; measured here: nuclear GR-EGFP intensity;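 lower value marks the stronger effect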
# Dynein cargo inh cell count = second read-out of Dynein cargo inh, no call of its own (marks repeat the call); z-score; measured here: cell count per field
# Insulin prom up cell count = second read-out of Insulin prom up, no call of its own (marks repeat the call); cell count; measured here: cytotoxicity, nuclei count;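 total cells summed across four imaged fields per well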
# Lipid droplet cells 6.5 µM = second read-out of Lipid droplet, no call of its own (marks repeat the call); cell count; measured here: cell count, cytotoxicity flag;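 cells counted across two imaged fields per well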
# MT stabilizer Hoechst-high % = recorded beside MT stabilizer, whose call it bears; % Hoechst-high responders; measured here: nuclear condensation Hoechst responders;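 share of cells brighter than vehicle mean plus two SD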
# MT stabilizer cytotoxicity % = further read-out of MT stabilizer, marked with its call; toxicity, %; measured here: cytotoxicity by cell density;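 0% = mean cell density of plate MIN control wells and 100% = no cells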
# Autophagy mod cell loss 18 h = also measured in Autophagy mod; calls as there; toxicity, %; measured here: cell loss, nuclei count;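 cell loss after 18 h compound exposure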
# Starred values were filed as active, the others as inactive; i = inactive; x = no result given. Compounds were not picked by outcome; 3.5% or so of the library scored in one or more.
SMILES,Autophagy mod,Autophagy mod cell loss 18 h,Insulin prom up,Insulin prom up cell count,ER stress rescue,Dynein cargo inh,Dynein cargo inh cytoplasmic EGFP,Dynein cargo inh nuclear GR-EGFP,Dynein cargo inh cell count,MT stabilizer,MT stabilizer Hoechst-high %,MT stabilizer cytotoxicity %,M1AAP inhibition,Yfh1-depleted yeast,M17LAP inhibition,Lipid droplet,Lipid droplet cells 6.5 µM
COc1cccc(NC(=O)c2ccc(S(=O)(=O)N3CCCCC3)cc2)c1,i,0,-0.63,1963,-2.2%,-0.3,-0.14,-0.04,-0.001,1.9,1.6,7.0,-13%,i,7%,-4,642
COc1ccc(/C=N/NC(=O)c2nonc2N)cc1OC,x,x,0.16,1048,x,0.53,-0.18,0.96,-1.5,x,x,x,5%,i,9%,-3,702
O=C1c2ccccc2C(=O)N1CCSc1nnc(-c2ccco2)n1Cc1ccccc1,i,10,-1.7,957,1.9%,-0.68,-0.23,-0.18,1.3,1.4,1.2,10,8%,i,-7%,x,x
COc1ccc(CNC(=O)Cn2nc(Cc3cccnc3)c3ccccc3c2=O)cc1,i,4,-1.4,905,-0.8%,-1.2,1.9,-0.28,0.19,9.5,2.7,2.9,6%,i,4%,x,x
S=C(Nc1ccccc1Cl)N1CCCCCC1,i,7,-0.01,1270,-0.6%,-0.79,-0.17,-0.58,-0.27,1.8,1.8,5.5,-3%,i,-4%,4,686
CCN(CC)C(=O)CSc1nc(O)c(Cc2ccccc2)c(=O)n1-c1ccc(C)cc1,x,x,-1.3,1442,x,-0.89,-0.27,-0.46,0.71,x,x,x,4%,i,8%,-5,685
CCN(CC)S(=O)(=O)c1ccc(C(=O)Oc2cc(C)[nH]c(=O)c2[N+](=O)[O-])cc1,i,-10,x,x,0.1%,-0.88,-0.3,-0.51,0.68,1.4,3.0,14,4%,i,5%,8,705
CN(N)C(=S)Nc1ccc(Cl)cc1,i,4,0.23,1399,1.7%,2.1,-0.17,1.3,-1.3,2.1,2.0,9.4,-1%,i,0%,16,687
COC(=O)c1ccc(CN2CCN(Cc3ccc(C(=O)OC)o3)CC2)o1,i,22,0.81,949,1.2%,-1,-0.29,-0.21,0.52,3.1,1.6,7.9,3%,i,-8%,x,x
Cc1cc([N+](=O)[O-])nn1CCCC(=O)NCc1ccccc1,i,-11,-0.13,1339,-0.3%,-0.64,-0.34,-0.81,1.1,2.4,2.6,7.2,1%,i,1%,-4,642
CCc1c(C)nc(N2CCN(Cc3ccccc3)CC2)[nH]c1=O,i,3,1.4,1192,0.5%,-0.45,-0.23,-0.24,0.84,2.1,1.1,3.1,3%,i,-5%,6,814
N#Cc1c(SCc2ccccc2)sc(C(=O)c2ccccc2)c1N,i,2,x,x,1.2%,-0.65,-0.088,-0.42,0.47,2.9,2.3,8.1,14%,i,8%,6,803
Cc1ccc(NC(=O)c2sc(N)nc2-c2ccc([N+](=O)[O-])cc2)c(C)c1,x,x,-0.78,1427,x,1.4,-0.29,0.35,-0.051,x,x,x,-1%,i,-7%,7,687
CCN(CC)S(=O)(=O)c1cccc(NC(=O)c2ccc(Sc3nncn3C)c([N+](=O)[O-])c2)c1,i,4,0.21,1666,2.6%,0.65,-0.3,0.57,-0.16,2.9,3.4,14,9%,i,5%,-26,591
CCOCC(O)CS(=O)(=O)c1ccccn1 (centres undefined),i,0,-0.58,1325,-1.0%,-0.65,-0.21,-0.14,-0.46,3.9,2.2,3.8,2%,i,-11%,x,x
CC(NC(N)=O)C(=O)Nc1ccc(Cl)c(S(=O)(=O)Nc2ccc(Cl)cc2)c1 (centres undefined),i,0,0.01,1242,-0.1%,1.2,-0.17,0.79,-1.2,3.7,1.8,6.1,12%,i,16%,8,719
O=C(NC1CC2CCCC(C1)N2CC(=O)N1CCCc2ccccc21)C1CCCCC1 (centres undefined),i,-3,x,x,-0.9%,2.8,-0.025,1.3,-2.6,6.2,3.7,8.0,2%,i,-6%,-4,703
COc1ccccc1OCCCn1c(=O)oc2ccc(C)cc21,i,36,0.13,1258,0.9%,-0.38,0.31,0.011,0.14,1.6,1.2,5.9,4%,i,1%,x,x
CC(C)CNS(=O)(=O)c1ccc(OCC(=O)NCC2CCCO2)c(Cl)c1 (centres undefined),i,1,x,x,16%,1.3,-0.23,1.8,-1.3,5.4,2.2,3.3,1%,i,2%,-17,720
Cc1ccc2nc(NC(=O)c3ccccn3)sc2c1,i,20,-1.2,915,-3.7%,-0.17,-0.22,0.14,-0.3,5.3,1.7,1.9,10%,i,0%,-19,687
CC(C)(C)OC(=O)N[C@@H](CCCCNC(=O)OCc1ccccc1)c1nnc([C@H](CCCCNC(=O)OCc2ccccc2)NC(=O)OC(C)(C)C)o1,x,x,-0.73,567,x,-0.32,-0.76,-0.065,0.29,x,x,x,9%,i,2%,-13,720
Cc1[nH]n(-c2ccc([N+](=O)[O-])cc2)c(=O)c1C=NCCc1c[nH]c2ccccc12,i,4,0.03,1543,-1.5%,1,-0.22,0.81,-0.96,1.8,2.2,15,0%,i,-2%,-23,662
Clc1cccc(-c2csc(Nc3cccnc3)n2)c1,x,x,-0.25,1363,x,0.86,-0.2,0.5,-1.1,x,x,x,8%,i,-3%,-2,716
COC(=O)c1ccccc1NC(=O)CN(C)S(=O)(=O)c1cc(C)ccc1OC,i,3,0.47,1323,-3.5%,0.86,-0.29,0.43,1.3,1.7,1.8,7.5,-2%,i,12%,35,697
c1ccc(SCCN2CCc3ccccc3C2)cc1,i,12,-0.19,1281,15%,-0.16,-0.25,0.52,0.45,2.7,1.7,4.7,1%,i,-2%,7,761
COCCn1c(-c2ccc(-c3ccc([N+](=O)[O-])cc3Br)o2)nc2c1c(=O)[nH]c(=O)n2CC(C)C,i,5,1.1,1263,-3.6%,-2.3,1.2,-1.4,0.24,3.1,3.6,6.4,0%,i,-5%,2,651
O=C(CN1CCN(S(=O)(=O)c2ccccc2F)CC1)Nc1ccccc1C(=O)c1ccccc1,i,3,-0.71,1469,-1.5%,-0.74,-0.0057,-0.11,1.2,6.2,1.8,1.5,3%,i,-4%,-47,641
O=C(/C=C/c1ccccc1Cl)NCCc1ccccc1,i,-21,-0.08,1413,-1.3%,-0.31,-0.15,0.41,1.2,3.9,1.7,4.5,2%,i,-7%,x,x
N#Cc1cnn(-c2ccccc2)c1N,i,-36,0.08,1090,0.9%,-1.2,0.092,-0.26,0.31,4.3,2.7,12,2%,i,2%,x,x
COc1ccc(-c2c3c(=O)n(C)c(=O)n(C)c3cn2C2CCCCC2)cc1,i,7,-0.52,1253,-0.4%,-1.2,-0.25,-0.61,0.79,1.4,2.0,7.6,3%,i,2%,-12,770
Cc1csc(C(=O)O)c1-n1cccc1,i,0,-0.22,1629,-2.6%,-0.48,-0.17,-0.51,0.35,1.4,1.6,6.3,19%,i,-3%,11,685
CCOC(=O)Cc1csc(NC(=O)CSc2nnc(-c3cccnc3)n2Cc2ccco2)n1,i,-3,x,x,-2.9%,-0.33,-0.23,0.19,-0.72,2.2,1.2,3.8,-1%,i,3%,2,748
CCOC(=O)c1sc(NC(=O)CCC(=O)O)nc1C,i,12,0.32,1419,0.1%,0.14,-0.21,-0.22,0.46,5.2,1.5,5.0,-2%,i,-1%,9,731
COc1ccc(-c2nnc3ccc(SCC(=O)Nc4cc(C)on4)nn23)cc1OC,i,-7,-0.52,1193,1.2%,-0.56,-0.13,0.4,-0.37,3.3,2.1,9.0,10%,i,3%,5,703
Cc1c(NC(=S)Nc2ccccc2C(F)(F)F)cccc1[N+](=O)[O-],i,-8,-0.41,1155,3.3%,0.72,-0.26,0.1,-0.16,3.4,3.2,10,0%,i,12%,6,659
CCOCCCNC(=O)N[C@H](C(=O)OC)C(C)CC (some centres undefined),x,x,0.19,1311,x,-0.63,-0.23,-0.38,0.46,x,x,x,-2%,i,-3%,-3,733
Cc1nn(C(=O)CNC(=O)c2ccccc2)c(C)c1C,i,20,-0.04,1213,2.2%,-0.85,-0.29,-0.5,1.4,2.0,1.3,4.3,2%,i,2%,5,716
